# Source: PubChem BioAssay (Sanford-Burnham Center for Chemical Genomics)
# NadD inh – blocks S. aureus nicotinate mononucleotide adenylyltransferase | purified NadD enzyme, colorimetric absorbance read-out | inhibition, % at 20 µM | 360,000 tested, 0.78% active | AID 602399; in the data active means inhibition above about 26%; further: some compounds past the cut are filed as inactive
# LMPTP inh – blocks human LMPTP phosphatase; recombinant LMPTP-A, OMFP fluorogenic substrate, fluorescence intensity; inhibition, % at 20 µM; P24666; AID 651560; 360,000 tested, 0.22% active;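 active means compounds that cut the enzyme signal by at least half of the control window in the single-dose screen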;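 further: plate controls were DMSO wells with enzyme plus substrate for no effect and substrate without enzyme for full effect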
#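 Test system: LMPTP-A, protein tyrosine phosphatase of low molecular weight; Input: 0.625 nM enzyme; Incubation: 50 min dark incubation at room temperature; Signal: endpoint fluorescence intensity from OMFP dephosphorylation; Read-out basis: % inhibition versus control wells.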
# Rpn11 block – inhibitors of human proteasome Rpn11 | O00487 | human 26S proteasome, Ub4-pepOG fluorescence polarization; 20S core pre-blocked with epoxomicin | calls only at 20 µM | 360,000 tested, 0.59% active | AID 588493;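 active means inhibition at 20 µM, scaled to each plate's controls, above about 33%, limit read from the data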
# Target sequence (O00487 whole entry, looked up): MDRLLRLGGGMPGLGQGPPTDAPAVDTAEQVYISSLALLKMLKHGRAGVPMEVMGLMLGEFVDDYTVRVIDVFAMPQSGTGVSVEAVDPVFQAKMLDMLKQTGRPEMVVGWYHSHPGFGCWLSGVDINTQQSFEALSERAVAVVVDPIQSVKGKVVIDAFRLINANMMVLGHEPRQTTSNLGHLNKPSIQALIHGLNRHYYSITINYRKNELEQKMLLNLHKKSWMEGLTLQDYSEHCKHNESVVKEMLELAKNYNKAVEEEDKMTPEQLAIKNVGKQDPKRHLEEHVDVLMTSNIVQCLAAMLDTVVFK
# SKN-1 block – blocks SKN-1 activity in C. elegans | C. elegans VP596 Pgst-4::GFP/RFP ratio, acrylamide-induced, 24 h | inhibition, % at 21.8 µM | 360,000 tested, 0.49% active | AID 624304;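 active means interference check ratio from 0.5 to 1.5 plus GFP to RFP signal ratio inhibition reaching or exceeding a fixed threshold, cut at about 30% in these data, passing the limit was not always enough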; further: some compounds called inactive have numbers as strong as hits
# MT1-MMP act inh – inhibitors of human MT1-MMP activation; AID 651647; 360,000 tested, 0.061% active; P50281; HT1080 RFP-PRO-GFP cells, GFP/RFP ratio fluorescence, overnight; percent of plate control window, DMSO zero; GFP/RFP ratio change, % at 20 µM;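 active means GFP/RFP ratio change of at least 30% with cell ATP level not reduced by more than half and red fluorescence within 50% of control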; further: strong numbers were not always called active
#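 system = RFP-PRO-GFP reporter HT1080 cells | dosing = 20 µM single dose, 1% DMSO | timing = overnight cell settling, then overnight compound exposure, 37 °C, 5% CO2 | read-out basis = GFP/RFP fluorescence ratio | controls = DMSO and RFP-L50D-GFP cell wells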
# NRP1-CendR mod – alters CendR peptide binding to human NRP-1 | FAM-RPARPAR peptide binding to NRP-1, fluorescence polarization | AID 602438 | 360,000 tested, 0.85% active | O14786 | inhibition, % at 25 µM;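 active means inhibition or corrected inhibition above about 18%, plus a signal ratio from 0.5 to 1.5, limit read from the data, passing the limit was not always enough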; further: strong numbers were not always called active
# Scp1 inh – Scp-1 (human) phosphatase inhibition; inhibition, % at 20 µM; AID 493091; Recombinant Scp1, phosphopeptide, malachite green phosphate absorbance; 340,000 tested, 0.88% active;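 active means inhibition above about 50% at 20 µM, limit read from the data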;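 further: plate controls were DMSO wells with enzyme for no effect and wells lacking enzyme for full effect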
# Target sequence (Q9GZU7 76-261 limits assumed): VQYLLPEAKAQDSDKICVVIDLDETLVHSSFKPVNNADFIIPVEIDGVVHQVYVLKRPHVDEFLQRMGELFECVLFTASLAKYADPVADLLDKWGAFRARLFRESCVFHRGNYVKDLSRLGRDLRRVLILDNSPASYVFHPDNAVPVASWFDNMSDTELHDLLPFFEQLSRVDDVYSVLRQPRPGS
#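 assay system = SCP-1 phosphatase catalytic domain, residues 76-261 | buffer or medium = 50 mM Tris acetate pH 5.5, 0.005% Tween-20, 10 mM MgCl2 | incubation = enzyme reaction 45 min at room temperature, colour 5 min, stabilisation 30 min | signal = Phosphate-binding colour reagent, absorbance read at 630 nm | measure = % inhibition at 20 µM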
# STEP block – STEP (human) phosphatase inhibition. P54829. recombinant STEP, OMFP fluorogenic substrate, fluorescence. AID 588621. inhibition, % at 20 µM. 360,000 tested, 0.25% active;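 active means inhibition at 20 µM, scaled per plate between control wells, above about 37%, limit read from the data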;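 further: 0% = DMSO with enzyme and substrate and 100% = substrate only without enzyme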
#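 Assay system: isolated STEP enzyme. Buffer or medium: pH 6.0 Bis-Tris with DTT and Tween 20. Also added: fluorogenic phosphatase substrate OMFP at 25 µM final. Dosing: 20 µM, 1% DMSO. Timing: 20 min reaction, room temperature, in the dark. Measured by: fluorescence intensity, excitation 480 nm, emission 540 nm. Evaluation: normalized % inhibition.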
# DNMT1 inh – blocks human DNA methyltransferase DNMT1. P26358. DNMT1 molecular beacon, Hinp1I cleavage, fluorescence. inhibition (reported as % activation of signal), % at 10 µM. 360,000 tested, 0.83% active. AID 588458; in the data active means inhibition above about 50%
# SUMO1-SIM PPI – modulators of human SUMO1-mediated protein-protein interactions; SUMO1 binding to a labelled peptide, TR-FRET, 1 h; P63165; 360,000 tested, 0.33% active; inhibition, % at 20 µM; in the data active means inhibition above about 37%
# Target sequence (P63165 whole entry, looked up): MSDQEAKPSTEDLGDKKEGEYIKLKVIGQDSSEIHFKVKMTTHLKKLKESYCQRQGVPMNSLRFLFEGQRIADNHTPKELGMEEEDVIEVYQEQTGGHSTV
# * hit, by the source's call; i = inactive; x = no result given. No enrichment for hits; any-hit rate near 3.9%.
# Codes: A = NadD inh; B = LMPTP inh; C = Rpn11 block; D = SKN-1 block; E = MT1-MMP act inh; F = NRP1-CendR mod; G = Scp1 inh; H = STEP block; I = DNMT1 inh; J = SUMO1-SIM PPI
> COC(=O)c1ccc2c(c1)NC(=O)C(N1CCOCC1)S2 (stereo not drawn)
  A: -4	B: 0.4	C: i	D: -5	E: 3	F: -5	G: 0	H: -5	I: 9	J: -1

> Nc1ncn(-c2ncc(C(F)(F)F)cc2Cl)n1
  A: -5	B: -2.4	C: i	D: 4	E: 1	F: 2	G: -4	H: 1	I: 4	J: 2

> C=CCn1c(SCC(=O)NCC2CCCO2)nnc1-c1ccccc1 (stereo not drawn)
  A: 5	B: -0.1	C: i	D: -3	E: 4	F: 0	G: 0	H: 3	I: 2	J: 3

> O=C(CSc1nnc(-c2ccco2)o1)N1c2ccccc2CCc2ccccc21
  A: -2	B: 0.8	C: i	D: 9	E: -10	F: -2	G: 0	H: 3	I: -4	J: 6

> O=C(COC(=O)/C=C/c1ccccc1)NCCC1=CCCCC1
  A: -2	B: 1.1	C: i	D: -4	E: 2	F: -8	G: 7	H: 1	I: -1	J: -6

> COc1ccc(-c2noc(CCC(=O)N3CCN(c4ccccc4Cl)CC3)n2)cc1
  A: 3	B: 3.5	C: i	D: 10	E: 0	F: 8	G: -4	H: 2	I: -4	J: 3

> O=C1C(=O)N(C/C=C/c2ccccc2)c2ccccc21
  A: -4	B: 0.7	C: i	D: -9	E: 2	F: 1	G: -4	H: 1	I: 0	J: -32

> N#CC1(NC(=O)COC(=O)c2nc(Cl)c(Cl)c(N)c2Cl)CCCCC1
  A: -9	B: -0.1	C: i	D: -6	E: 3	F: -22	G: -4	H: -2	I: -3	J: 2

> CC(=O)N[C@@H](Cc1c[nH]c2ccccc12)C(=O)NCc1ccccc1
  A: 1	B: -0.5	C: i	D: -7	E: 3	F: -6	G: 4	H: -1	I: 8	J: -2

> CC1Sc2ccc(C(=O)NCc3cccc(C(F)(F)F)c3)cc2NC1=O (stereo not drawn)
  A: 0	B: -1.6	C: i	D: -5	E: 4	F: -4	G: -5	H: -3	I: -3	J: 5

> COc1ccc2oc(C(=O)N(C)Cc3ccc(OC(F)F)cc3)c(C)c2c1
  A: -11	B: 0.3	C: i	D: 8	E: 3	F: 7	G: -3	H: -2	I: 1	J: 3

> Cc1c(NS(=O)(=O)c2ccc3c(c2)c(=O)n(C)c(=O)n3C)c(=O)n(-c2ccccc2)n1C
  A: -4	B: -0.4	C: i	D: 10	E: 1	F: 11	G: 3	H: -3	I: -1	J: 9

> CCOC(=O)N1CCC(NC(=O)CSCc2nc(-c3ccc(OC)cc3)oc2C)CC1
  A: -3	B: -1.0	C: i	D: -4	E: 1	F: 7	G: -4	H: -3	I: -1	J: 7

> COc1ccc(C(C)=O)cc1CC(=O)Nc1ccccc1-c1ccccc1
  A: -6	B: 0.5	C: i	D: 24	E: -1	F: 3	G: -4	H: -1	I: -3	J: 1

> COc1cccc(N/C(SCc2ccccc2F)=C(/C#N)C(=O)NCc2cccs2)c1
  A: 1	B: 2.0	C: i	D: 1	E: -23	F: 2	G: -10	H: -4	I: -13	J: 0

# Arranged by the number under NadD inh (high to low): 3 from the list above
smiles	NadD inh
O=C(CSc1nnc(-c2ccco2)o1)N1c2ccccc2CCc2ccccc21	-2
COC(=O)c1ccc2c(c1)NC(=O)C(N1CCOCC1)S2 (stereo not drawn)	-4
Nc1ncn(-c2ncc(C(F)(F)F)cc2Cl)n1	-5

# Carrying on.
# Codes: A = NadD inh; B = LMPTP inh; C = Rpn11 block; D = SKN-1 block; E = MT1-MMP act inh; F = NRP1-CendR mod; G = Scp1 inh; H = STEP block; I = DNMT1 inh; J = SUMO1-SIM PPI
> Cc1cc(NC(=O)CSc2nnc(C(C)N(C)C)n2Cc2ccccc2)no1 (stereo not drawn)
  A: 6	B: -1.1	C: i	D: -6	E: 1	F: 5	G: -7	H: 1	I: 0	J: 0

> COc1ccc(C2=CSC3=C(C(=O)c4cccc(S(=O)(=O)N(C)C)c4)CCN23)cc1
  A: 14	B: 3.6	C: i	D: 21	E: -8	F: -12	G: -4	H: 0	I: 22	J: -1

> COc1cccc(S(=O)(=O)Nc2ccc(C(=O)N3CCOCC3)cc2)c1
  A: 2	B: 0.3	C: i	D: -8	E: -3	F: 0	G: -1	H: -2	I: 14	J: 1

> CN(CC(=O)Nc1ccccc1Cl)C(=O)CSc1nncn1C
  A: -4	B: -0.6	C: i	D: 29	E: -3	F: 0	G: -6	H: 2	I: -3	J: -1

> COc1cc(-c2cc(NC(C)=O)c3ncc(-c4ccc(C(C)=O)cc4)n3c2)cc(OC)c1OC
  A: 2	B: 0.4	C: i	D: 9	E: -3	F: -6	G: x	H: 0	I: -4	J: -21

> CC1CCCN(C(=O)c2ccc3c(c2)C(=O)N(CCC2=CCCCC2)C3=O)C1 (stereo not drawn)
  A: -5	B: -1.2	C: i	D: 4	E: 3	F: 9	G: 0	H: 0	I: -2	J: -10

> O=C(Nc1ccc2ncccc2c1)c1ccccc1Br
  A: -1	B: 3.6	C: i	D: 26	E: 7	F: -13	G: -2	H: 3	I: 1	J: 4

# 3 entries picked at random from those above:
# Codes: A = NadD inh; B = LMPTP inh; C = Rpn11 block; D = SKN-1 block; E = MT1-MMP act inh; F = NRP1-CendR mod; G = Scp1 inh; H = STEP block; I = DNMT1 inh; J = SUMO1-SIM PPI
> O=C(Nc1ccc2ncccc2c1)c1ccccc1Br
  A: -1	B: 3.6	C: i	D: 26	E: 7	F: -13	G: -2	H: 3	I: 1	J: 4

> Cc1cc(NC(=O)CSc2nnc(C(C)N(C)C)n2Cc2ccccc2)no1 (stereo not drawn)
  A: 6	B: -1.1	C: i	D: -6	E: 1	F: 5	G: -7	H: 1	I: 0	J: 0

> COc1ccc(C2=CSC3=C(C(=O)c4cccc(S(=O)(=O)N(C)C)c4)CCN23)cc1
  A: 14	B: 3.6	C: i	D: 21	E: -8	F: -12	G: -4	H: 0	I: 22	J: -1
